# NALP3 yeast inh: NALP3 inflammasome inhibitors in reconstituted yeast, primary screen, luminescence, uHTS. Yeast reconstituted NLRP3/ASC/caspase-1, beta-gal luminescence, 24 h. AID 2825, 2010. inhibition, % at 10 µM. 330,000 tested, 0.39% active;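 active = inhibition of 50% or more; inactive = inhibition below 50%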;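 also: plate controls were induced DMSO wells for no effect and uninduced yeast grown without galactose for full effect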
# tim23-1 inh: growth inhibitors of tim23-1 mutant yeast, primary screen, luminescence, uHTS; inhibition, % at 20 µM; 330,000 tested, 1.3% active; S. cerevisiae tim23-1 growth, BacTiter-Glo luminescence, 24 h; AID 463212, 2010;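 active = growth inhibition of the mutant yeast at or above 50%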;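 also: temperature-sensitive mutant grown at 25 °C; plate controls were DMSO-treated mutant yeast for no effect and medium wells lacking yeast for full effect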
# beta cell repl: inducers of MIN6 beta-cell proliferation, primary screen, ATP luminescence, uHTS; MIN6 cells proliferation, ATPlite luminescence, 48 h; cells starved in 0.2% serum; 100% = growth in 10% serum; proliferation, % at 10 µM; AID 2380, 2010; 330,000 tested, 0.29% active;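 active = compounds whose signal lies at least 3.5 SD above the mean of all wells on their plate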;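 also: 0% = DMSO-treated cells in low-serum medium and 100% = 10% serum control; some compounds called inactive have numbers as strong as hits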
# GRIN3A LBD mod: binders of NR3A ligand-binding domain, primary screen, biophysical, differential scanning fluorimetry, uHTS; Glutamate receptor ionotropic, NMDA 3A (GRIN3A) ligand-binding domain; NR3A LBD differential scanning fluorimetry, Tm shift; 0% = protein alone, 100% = glycine-bound protein; Tm shift relative to glycine control, % at 25 µM; 340,000 tested, 2.5% active;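 active = melting temperature shift of at least 10% of the positive control shift, at one fixed dose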
# TIM10 inh: growth inhibitors of isogenic TIM10 control yeast, primary screen, counter-screen for tim10-1 yeast inhibitor project, luminescence, uHTS | S. cerevisiae TIM10 strain growth, BacTiter-Glo luminescence, 24 h | inhibition, % at 10 µM | 330,000 tested, 1.4% active;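 active = inhibition of 40% or more at the single tested concentration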;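 also: wild-type TIM10 isogenic control strain grown at permissive 25 °C; 0% = DMSO yeast wells and 100% = minimal medium wells without yeast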
# APJ agonist: agonists of human apelin receptor APJ, primary screen, CHO-K1 cells, PathHunter beta-arrestin, luminescence; P35414; 0% DMSO wells, 100% apelin; activation, % at 20 µM; 330,000 tested, 0.11% active;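 active = activation more than six SD over the plate average, tested at 20 µM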;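 also: 0% = DMSO alone and 100% = apelin-13 at 10 nM; some results filed as inactive read as strong as hits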
# Target sequence (P35414 whole entry, looked up): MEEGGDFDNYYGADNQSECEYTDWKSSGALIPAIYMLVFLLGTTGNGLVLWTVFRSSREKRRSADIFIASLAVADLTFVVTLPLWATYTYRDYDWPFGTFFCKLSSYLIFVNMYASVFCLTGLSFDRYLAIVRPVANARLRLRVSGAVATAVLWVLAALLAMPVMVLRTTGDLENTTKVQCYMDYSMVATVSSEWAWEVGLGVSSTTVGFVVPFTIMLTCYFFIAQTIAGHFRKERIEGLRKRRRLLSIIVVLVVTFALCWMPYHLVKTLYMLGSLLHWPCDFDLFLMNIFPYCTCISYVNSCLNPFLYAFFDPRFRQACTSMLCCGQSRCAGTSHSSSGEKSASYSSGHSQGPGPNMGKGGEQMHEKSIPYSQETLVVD
#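 Assay system: CHO-K1 cells stably expressing ProLink-tagged human APJ and arrestin–beta-gal acceptor. Compound dosing: 20 µM single point, 1% DMSO. Times: 16-18 h seeding, 90 min dark compound exposure, 60 min detection. Detection: beta-gal luminescence. Evaluation: APJ–arrestin association signal. Controls: negative DMSO alone, positive Apelin-13 at 10 nM.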
# tim10-1 inh: growth inhibitors of tim10-1 mutant yeast, primary screen, luminescence, uHTS; S. cerevisiae tim10-1 ts strain growth, BacTiter-Glo, 24 h; inhibition, % at 20 µM; 330,000 tested, 2.2% active; AID 463190, 2010;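 active = inhibition of at least 40%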;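 also: mutant grown at 25 °C; 0% = DMSO wells with yeast and 100% = wells holding no yeast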
# MPTP inh: mitochondrial permeability transition pore inhibitors, primary screen, biochemical, isolated mouse mitochondria, absorbance; Ca2+ swelling absorbance, 30 min; inhibition, % at 10 µM; 360,000 tested, 1.4% active; AID 602449, 2012;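 active = inhibition of 50% or more, scaled per plate between neutral and stimulator controls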;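 also: 0% = DMSO wells given calcium and 100% = 1 mM EGTA wells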
# APJ antag: antagonists of human apelin receptor APJ, primary screen, CHO-K1 cells, beta-arrestin complementation, luminescence; P35414; inhibition, % at 20 µM; 330,000 tested, 0.32% active;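 active = inhibition above about 40% at 20 µM, limit read from the data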;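 also: cells challenged with 10 nM apelin-13 agonist together with compound; plate controls were apelin-13 plus DMSO wells for no effect and DMSO wells lacking apelin-13 for full effect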
# * = called active by the depositor.
# Letters – A = NALP3 yeast inh; B = tim23-1 inh; C = beta cell repl; D = GRIN3A LBD mod; E = TIM10 inh; F = APJ agonist; G = tim10-1 inh; H = MPTP inh; I = APJ antag
Cn1c(=O)c(-c2cc(=O)[nH][nH]2)c(O)c2ccccc21
  A: 10 | B: -22 | C: 0 | D: 1 | E: -14 | F: -4 | G: -16 | H: -0.2 | I: 3

CCc1cccc(OCCCCNCCOC)c1
  A: -3 | B: 2 | C: -2 | D: 2 | E: 1 | F: -2 | G: -3 | H: 0.5 | I: 11

COC(=O)Oc1nsnc1N1CCOCC1
  A: 16 | B: -14 | C: 0 | D: 2 | E: 1 | F: -6 | G: -10 | H: 1.6 | I: 11

Cc1ccc(NC(=O)C2=CC(c3ccc(C)cc3)=NS(=O)(=O)N2C)cc1
  A: 9 | B: -3 | C: -4 | D: 0 | E: -10 | F: 4 | G: -7 | H: 8.9 | I: 8

NNC(=O)c1nc[nH]c1C(=O)Nc1ccccn1
  A: 4 | B: -4 | C: -3 | D: -1 | E: -19 | F: -2 | G: -20 | H: -2.2 | I: -7

S=c1[nH]nc(-c2cc(-c3ccccc3)n[nH]2)n1/N=C/c1c2ccccc2cc2ccccc12
  A: 9 | B: 30 | C: -6 | D: 0 | E: 6 | F: 5 | G: 8 | H: 7.2 | I: -16

Cn1c(=O)c2c(ncn2CC(=O)Nc2nc3ccc(F)cc3s2)n(C)c1=O
  A: 15 | B: 8 | C: 1 | D: 0 | E: 11 | F: 1 | G: 8 | H: 0.6 | I: 2

O=S(=O)(c1cccc2ccccc12)N1CCSC1
  A: 44 | B: 14 | C: -4 | D: 0 | E: -23 | F: -4 | G: -2 | H: -1.2 | I: -8

CCCCOc1cc(NCc2ccccc2)c2ncn(C(C)C)c2c1
  A: 2 | B: 47 | C: -6 | D: -8 | E: 24 | F: -2 | G: 15 | H: 0.3 | I: -9

Cc1nc(NC(=O)c2cc3c(C)nn(-c4ccccc4)c3s2)sc1C(=O)Nc1ccccc1
  A: 2 | B: -19 | C: -4 | D: -1 | E: 0 | F: -4 | G: -11 | H: 0.2 | I: -2

CCOc1ccccc1N1CCN(C(=S)NC(=O)C23CC4CC(CC(C4)C2)C3)CC1
  A: 12 | B: 51* | C: -3 | D: 0 | E: 35 | F: -2 | G: 34 | H: -1.0 | I: -14

Fc1ccc(-c2cnn3c(-c4ccncc4)ccnc23)cc1
  A: 21 | B: 29 | C: -5 | D: 1 | E: 13 | F: -4 | G: 18 | H: 3.3 | I: 9

O=S(=O)(c1ccc(-n2cnnn2)cc1)N1CCN(c2ccccc2F)CC1
  A: 5 | B: -3 | C: 0 | D: 1 | E: -15 | F: 0 | G: 11 | H: 0.0 | I: -8

Cc1ccc(NC(=S)N2CCC(NC(=O)c3ccccc3)CC2)cc1
  A: 15 | B: 12 | C: -1 | D: 1 | E: 6 | F: 0 | G: 2 | H: -1.1 | I: 14

# Single records, as listed above. Order of screens: NALP3 yeast inh | tim23-1 inh | beta cell repl | GRIN3A LBD mod | TIM10 inh | APJ agonist | tim10-1 inh | MPTP inh | APJ antag
# CCOc1ccccc1N1CCN(C(=S)NC(=O)C23CC4CC(CC(C4)C2)C3)CC1 is listed with 12 | 51* | -3 | 0 | 35 | -2 | 34 | -1.0 | -14
# COC(=O)Oc1nsnc1N1CCOCC1 is listed with 16 | -14 | 0 | 2 | 1 | -6 | -10 | 1.6 | 11

# In the list so far, 3 have fluorine.
# Letters – A = NALP3 yeast inh; B = tim23-1 inh; C = beta cell repl; D = GRIN3A LBD mod; E = TIM10 inh; F = APJ agonist; G = tim10-1 inh; H = MPTP inh; I = APJ antag
Cn1c(=O)c2c(ncn2CC(=O)Nc2nc3ccc(F)cc3s2)n(C)c1=O
  A: 15 | B: 8 | C: 1 | D: 0 | E: 11 | F: 1 | G: 8 | H: 0.6 | I: 2

Fc1ccc(-c2cnn3c(-c4ccncc4)ccnc23)cc1
  A: 21 | B: 29 | C: -5 | D: 1 | E: 13 | F: -4 | G: 18 | H: 3.3 | I: 9

O=S(=O)(c1ccc(-n2cnnn2)cc1)N1CCN(c2ccccc2F)CC1
  A: 5 | B: -3 | C: 0 | D: 1 | E: -15 | F: 0 | G: 11 | H: 0.0 | I: -8

# As entered above:
# beta cell repl result of Cn1c(=O)c2c(ncn2CC(=O)Nc2nc3ccc(F)cc3s2)n(C)c1=O stands at 1
# APJ antag result of COC(=O)Oc1nsnc1N1CCOCC1 stands at 11
# beta cell repl result of CCOc1ccccc1N1CCN(C(=S)NC(=O)C23CC4CC(CC(C4)C2)C3)CC1 stands at -3
# NALP3 yeast inh result of O=S(=O)(c1ccc(-n2cnnn2)cc1)N1CCN(c2ccccc2F)CC1 stands at 5
# TIM10 inh result of CCCCOc1cc(NCc2ccccc2)c2ncn(C(C)C)c2c1 stands at 24

# Screening data as filed in PubChem BioAssay.
